# Kir21 block – Kir2.1 (mouse) channel inhibition | HEK293-Kir2.1, FluxOR thallium flux fluorescence; stronger effect = lower value | B-score at 10 µM | 0.85% of 310,000 active | AID 1672;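 active = fluorescence ratio B-score at or below minus 3 SD of library scores, with starting-brightness B-score within 2 SD, cut at about -4.2 in these data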;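 note: channel flux triggered by added potassium and thallium sulfate stimulus; B-score of peak minus minimum fluorescence over baseline after thallium stimulus; more negative B-score means stronger Kir2.1 block with less thallium influx; some compounds called inactive have numbers as strong as hits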
# Target sequence (P35561 whole entry, looked up): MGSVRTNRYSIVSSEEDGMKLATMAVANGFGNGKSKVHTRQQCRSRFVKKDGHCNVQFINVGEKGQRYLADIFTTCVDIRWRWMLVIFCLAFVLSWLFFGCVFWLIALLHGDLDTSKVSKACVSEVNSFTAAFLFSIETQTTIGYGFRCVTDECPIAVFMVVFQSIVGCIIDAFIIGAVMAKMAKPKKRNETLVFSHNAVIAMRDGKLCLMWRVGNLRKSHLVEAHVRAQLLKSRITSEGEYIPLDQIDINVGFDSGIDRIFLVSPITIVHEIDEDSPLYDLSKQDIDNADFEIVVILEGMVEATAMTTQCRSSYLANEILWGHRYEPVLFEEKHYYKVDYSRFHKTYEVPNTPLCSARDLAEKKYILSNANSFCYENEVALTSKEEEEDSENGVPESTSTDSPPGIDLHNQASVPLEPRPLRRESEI
# STK33 inh – human STK33 kinase inhibition | 0.073% of 320,000 active | inhibition, % at 10 µM | purified STK33, MBP phosphorylation, ADP-Glo luminescence;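 active = inhibition at or above 25%, using the most active replicate where run in duplicate; inactive = inhibition below 25%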
# Target sequence (Q9BYT3 whole entry, looked up): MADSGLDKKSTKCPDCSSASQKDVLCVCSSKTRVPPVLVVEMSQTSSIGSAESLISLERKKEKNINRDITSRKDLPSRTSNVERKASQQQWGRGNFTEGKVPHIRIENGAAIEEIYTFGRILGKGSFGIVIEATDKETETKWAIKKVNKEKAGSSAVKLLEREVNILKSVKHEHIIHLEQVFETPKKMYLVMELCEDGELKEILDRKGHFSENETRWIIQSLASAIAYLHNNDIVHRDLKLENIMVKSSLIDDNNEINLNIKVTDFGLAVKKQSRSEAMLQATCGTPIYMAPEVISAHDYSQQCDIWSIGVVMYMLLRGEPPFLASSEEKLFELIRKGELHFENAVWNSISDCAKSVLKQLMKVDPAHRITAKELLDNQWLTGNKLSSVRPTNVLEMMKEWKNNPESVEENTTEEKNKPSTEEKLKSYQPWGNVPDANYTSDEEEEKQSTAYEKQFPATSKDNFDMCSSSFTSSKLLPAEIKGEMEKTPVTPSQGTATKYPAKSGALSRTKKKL
# Numbers without * were called inactive; . = not tested or not shown.
Kir21 block	STK33 inh	SMILES
.	0.2	CC1CC(C)CN(C(=O)CN2C(=O)NC3(CCCCCCC3)C2=O)C1 (stereo not given)
.	-2.3	COCO/C=C(\NC(C)=O)c1ccccc1
-0.5	-1.5	CC(=O)N(C(C)=O)n1c(C)nc2sc3c(c2c1=O)CCCC3
-0.35	-2.9	Cc1ccc(S(=O)(=O)c2nc(S(C)(=O)=O)sc2N2CCC(C)CC2)cc1
-0.71	-0.6	O=C1c2cccc(OCc3ccc(F)cc3)c2CCN1Cc1ccccc1
0.35	0.1	O=C(COC(=O)c1cccc(O)c1)NCc1ccc2c(c1)OCO2
-1.36	-0.8	CCOc1cccc(CN2CCCC(N3CCc4ccccc4C3)C2)c1O (stereo not given)
0	-0.6	O=C(NNC(=O)c1cccnc1)c1ccncc1
0.68	0.1	O=[N+]([O-])c1ccc(O)c(/C=N/NC(=S)Nc2ccc(Cl)cc2Cl)c1
2.15	1.0	CCOC(=O)C(=NCC1CCCO1)NNc1cc(Cl)ccc1Cl (stereo not given)
0.08	-1.7	O=[N+]([O-])c1ccc(/C=N/Nc2nc(N3CCCCC3)nc(N3CCCCC3)n2)cc1
0	11.4	CCCN(Cc1ccccc1)C(=S)Nc1ccc(C(C)=O)cc1
0.67	-0.7	Cn1nnc2cc(C(=O)Nc3cccnc3)ccc21
1.09	-0.6	CC(C)(C)NCC(O)Cn1cc(C=O)c2ccccc21 (stereo not given)
0.06	3.0	Nc1nc(CN2CCOCC2)cs1
2.62	0.7	Cc1cccc(NC(c2ccc(O)cc2)c2ccc3ccc(C)nc3c2O)n1 (stereo not given)
0.4	-0.2	COC(=O)C1=C(NC(=O)c2ccc(Br)cc2)CCS1
0.78	0.3	O=C(O)c1cccnc1Oc1ccccc1
1.36	-0.8	COc1ccc2nc(NC(=O)CSc3nnnn3C3CCCCC3)sc2c1
-0.48	-2.8	CCOc1ccc(C(=O)CCN2CCOCC2)cc1
-0.2	0.2	CC(C)NS(=O)(=O)c1ccc(CCC(=O)Nc2ccc3c(c2)OCO3)cc1
0.07	-4.7	Cc1ccc(C(=O)C[n+]2cc(Br)cc(Br)c2)cc1[N+](=O)[O-]
0.25	-1.5	COc1ccc(N2CCN(C(=O)c3ccc(CS(=O)c4cccc(C)c4)o3)CC2)cc1 (stereo not given)
0.31	-0.3	O=C(Nc1ccc(S(=O)(=O)Nc2ncccn2)cc1)c1cc([N+](=O)[O-])ccc1Cl
-0.72	-0.3	N#CCSc1nnc(CNc2cccc(Cl)c2)o1
-1.4	0.0	O=C(CSc1nnc(COc2ccc(Cl)cc2)o1)N1CCOCC1
0.82	-0.8	Cc1nn(-c2ccccc2)c2c1C1(C(=O)N(C)c3ccccc31)C(C#N)=C(N)O2 (stereo not given)
.	2.5	CCCCN(C(=O)C(C)N1C(=O)c2ccccc2C1=O)c1c(N)n(CC(C)C)c(=O)[nH]c1=O (stereo not given)
2.81	-4.3	O=C(N/N=C/c1ccc2cccc(OCc3ccccc3)c2n1)c1ccc(Br)cc1
0.67	0.4	Cc1ccccc1/[N+]([O-])=C/c1ccncc1
-0.09	1.0	COC(=O)c1ccc(C)c(NC(=O)CN(c2cc(OC)ccc2OC)S(C)(=O)=O)c1
0.54	0.3	CCOc1ccc(N2C(=O)CC(N3CCN(C4CCc5ccccc5C4)CC3)C2=O)cc1 (stereo not given)
3.09	-2.5	COc1ccc(C2=NN(c3ccc(C(=O)O)cc3)C(c3ccc(OC)c(OC)c3)C2)cc1 (stereo not given)
-1.15	-1.3	O=C1c2ccccc2S(=O)(=O)c2cc(N3CCc4ccccc4C3)ccc21
-0.02	-0.8	O=C(Nc1ccc([N+](=O)[O-])cc1)C1CC12CCC2 (stereo not given)
-2.58	-0.4	COC(=O)c1cc(S(=O)(=O)NCCc2ccc(C)cc2)c[nH]1
0.42	0.9	Cc1ccc(C2=NN(C(=O)CSc3nccn3C)C(c3ccco3)C2)cc1 (stereo not given)
1.27	-3.3	O=C(COC(=O)C1CCN(S(=O)(=O)c2ccc3c(c2)OCCO3)CC1)Nc1cccc2ccccc12
0.11	0.5	CN(C(=O)CSc1nc2[nH]ncc2c(=O)[nH]1)c1ccccc1
0.22	-1.6	OC(COc1cccc2ccccc12)CN1CCCC1 (stereo not given)
-2.8	-0.4	Cc1ccc(-c2[nH]c(-c3ccc(C(=O)O)cc3)nc2-c2ccccc2)cc1
-0.34	-1.1	CCOC(=O)C1=C(C)NC(=O)NC1c1c(C)nn(-c2ccccc2)c1Cl (stereo not given)
1.49	-0.8	Cc1ccc(CN(C)C(=O)C2CCCN2C(=O)c2cccs2)o1 (stereo not given)
.	-0.6	Cc1ccccc1NC(=O)CSC1=NCCN1
0.48	2.3	O=C(CSc1ccc(Cl)cc1)Nc1ccc(NC(=O)c2ccco2)cc1
0.36	0.1	COC(=O)C1(Cc2cc(-c3ccc([N+](=O)[O-])cc3)no2)CCN(C(=O)OC(C)(C)C)CC1
0.22	-0.5	CCOc1ccc(CN2CCN(CC3CC3)CC2CCO)cc1 (stereo not given)
-0.47	0.8	Cc1cccc(NC(=O)C2CCN(S(=O)(=O)c3cccc4cccnc34)CC2)n1

# Profiles, looked up by structure. Order of values: Kir21 block | STK33 inh
# Listed for COC(=O)C1(Cc2cc(-c3ccc([N+](=O)[O-])cc3)no2)CCN(C(=O)OC(C)(C)C)CC1 = 0.36 | 0.1
# Listed for O=C(COC(=O)C1CCN(S(=O)(=O)c2ccc3c(c2)OCCO3)CC1)Nc1cccc2ccccc12 = 1.27 | -3.3
# Listed for Cc1ccc(-c2[nH]c(-c3ccc(C(=O)O)cc3)nc2-c2ccccc2)cc1 = -2.8 | -0.4

# Further entries
Kir21 block	STK33 inh	SMILES
-0.32	-0.1	N#C/C(=C\Nc1ccc(Cl)cn1)S(=O)(=O)c1ccccc1
-1.31	-0.7	Cc1nn(Cc2ccccc2Cl)c(C)c1NC(=O)CSc1n[nH]c(C)c1[N+](=O)[O-]
0.76	0.7	CCCn1c(=N)n(CC(=O)O)c2ccccc21
0.72	-0.4	S=C(NCCc1ccccc1)N1CCn2cccc2C1c1ccncc1 (stereo not given)
-0.38	0.3	CCOc1ccc(N2C(=O)/C(=C/c3cccs3)N(CC(=O)OC)C2=S)cc1
0.21	-1.9	COc1cccc(CNC(=O)CCC2CCCN(C(=O)c3cc(C)on3)C2)c1 (stereo not given)
-1.31	0.4	O=C(O)CCC(=O)N1CC=C(c2ccccc2)CC1
0.15	-0.8	Cc1ncoc1C(=O)N1CCCC(C(=O)c2cccc(C(F)(F)F)c2)C1 (stereo not given)
2.01	-0.4	CCOC(=O)COn1c(=O)c(-c2ccc(F)cc2)[n+]([O-])c2ccccc21
-0.56	0.5	CC(C)C(c1nnnn1Cc1ccccc1)N1CCc2ccccc2C1 (stereo not given)
-0.5	-0.7	O=C(CCc1nc2ccccc2c(=O)[nH]1)Nc1cc(C(F)(F)F)ccc1N1CCOCC1
.	-1.1	Cc1ccc(S(=O)(=O)N2CCN(C(=O)Cn3cnc4c3c(=O)n(C)c(=O)n4C)CC2)cc1C
-0.58	-0.7	CCOC(=O)N1CCN(C(=O)c2ccc(CNS(=O)(=O)c3ccc(NC(C)=O)cc3)cc2)CC1
1.82	-3.2	CN1c2ccc(Cl)cc2C(=O)NC1c1ccc([N+](=O)[O-])s1 (stereo not given)
0.8	-0.9	O=C(CCNC(=O)c1ccc([N+](=O)[O-])cc1)Nc1ccccc1N1CCCCC1
-0.23	-1.4	CCn1cc(C(=O)NCc2ccccn2)c(=O)c2cc(F)c(N3CCN(C)CC3)cc21
-1.04	-0.8	Cc1sc(Cc2nc(O)cs2)nc1-c1ccccc1
0.43	-0.6	CCNc1ccc(C(=O)OCC(=O)N2c3ccccc3NC(=O)C2(C)C)cc1[N+](=O)[O-]
-0.58	-0.4	O=C(O)c1ccc2c(c1)CC(c1ccccc1)OC2=O (stereo not given)
2	0.5	O=c1c2c(nc3cc(-c4cccc(F)c4)[nH]n13)CCC2
.	-1.4	CN(C(=O)COC(=O)c1cncc(Br)c1)C1CCCCC1
-0.33	-0.8	COc1cc(C(=S)N2CCOCC2)ccc1OS(=O)(=O)c1ccc(C)cc1
3.05	.	O=C(N/N=C/c1cccc2ccccc12)c1cc2ccccc2o1
-3.16	-2.5	CC(C)(C)OC(=O)NC(Cc1ccccc1)C(=O)N1CCC(C(=O)NCC(=O)Nc2ccc(F)cc2)CC1 (stereo not given)

# 6 entries already listed, ordered by SMILES length, falling.
Kir21 block	STK33 inh	SMILES
0.25	-1.5	COc1ccc(N2CCN(C(=O)c3ccc(CS(=O)c4cccc(C)c4)o3)CC2)cc1 (stereo not given)
-0.47	0.8	Cc1cccc(NC(=O)C2CCN(S(=O)(=O)c3cccc4cccnc34)CC2)n1
0.35	0.1	O=C(COC(=O)c1cccc(O)c1)NCc1ccc2c(c1)OCO2
3.05	.	O=C(N/N=C/c1cccc2ccccc12)c1cc2ccccc2o1
-0.58	-0.4	O=C(O)c1ccc2c(c1)CC(c1ccccc1)OC2=O (stereo not given)
0	-0.6	O=C(NNC(=O)c1cccnc1)c1ccncc1

# Following part:
Kir21 block	STK33 inh	SMILES
-6.28	0.0	CCN(c1ccccc1)S(=O)(=O)c1ccc(N)cc1
1.1	0.1	COc1ccccc1-n1c(CNc2c(C)cccc2C)nnc1SCC(=O)N1CCOCC1
-0.86	3.9	O=C(NCc1ccccn1)C1CCCN(S(=O)(=O)c2ccc(Br)cc2)C1 (stereo not given)
-1.89	-0.4	CCc1onc(C)c1C(=O)O
-0.52	-1.6	O=S(=O)(c1ccccc1)c1cnc(-c2cccnc2)nc1-c1ccc(Cl)cc1Cl
0.54	-3.5	CCOC(=O)CSc1nc2c([nH]c3ccccc32)c(=O)n1C
-0.37	0.2	O=C(/C=C/c1ccccc1Cl)N1CCN(c2ncccn2)CC1
0.07	0.2	COc1cc2c(c(OC)c1OC)-c1ccc(NC(=O)c3ccc(F)cc3)c(=O)cc1[C@@H](NC(C)=O)CC2
-0.03	-0.9	Cc1cc(C)n(-c2nncn2/N=C/c2ccccc2F)n1
-0.04	-1.2	O=C(CCCC(=O)OCC(=O)NC1CCCC1)Nc1ccccn1
0.62	-1.2	O=C(O)CSCc1ccc(C(=O)O)o1
-0.91	2.3	CN(NC(=O)Nc1ccccc1)c1cnn(C)c(=O)c1Cl
-0.4	-0.9	COc1ccc(C2=CC3=C(Br)C(=O)C(C)(OC(=O)c4ccc(Cl)nc4)C(=O)C3=CO2)cc1 (stereo not given)
-0.02	9.8	COc1cccc(N2CCN(C(=O)/C=C/c3ccco3)CC2)c1
-0.98	-0.6	Cc1cccc(C(=O)Nc2nc(C)c(C(=O)Nc3ccc4c(c3)CCC4)s2)c1
-0.51	-1.2	N#C/C(C(=O)NCCc1ccccc1)=C1/N=C(NC(=O)c2cccs2)c2ccccc21
-5.44*	-2.3	O=c1c(C=NCCN2CCNCC2)c(-c2ccccc2)[nH]n1-c1ccc([N+](=O)[O-])cc1
0.56	-1.9	CC(C)NCC(O)COc1ccc(CC(N)=O)cc1 (stereo not given)
1	.	CCCC(C(=O)NC1CCCC1)N(C(=O)Cn1nnc(-c2ccc(C)o2)n1)c1cccc(O)c1 (stereo not given)
-0.21	0.5	COc1ccc(C)cc1S(=O)(=O)N(C)CC(=O)NC1CC1
0.67	-0.4	CC(C)CCNC(=O)C1CC(c2cccc([N+](=O)[O-])c2)=NO1 (stereo not given)
-3.35	-0.4	C=CCn1c(SCc2ccc(C(=O)NCCO)cc2)nc2sc(C)c(C)c2c1=O
1.03	-0.9	O=C(CN1C(=O)C2C3C=CC(C4CC34)C2C1=O)Oc1ccccc1 (stereo not given)
1.23	0.5	Cc1cc2nc(C)n(CCCNC(=O)Nc3ccc(C#N)cc3)c2cc1C

# Four entries from above, in CSV form:
mol,Kir21 block,STK33 inh
CC(C)CCNC(=O)C1CC(c2cccc([N+](=O)[O-])c2)=NO1 (stereo not given),0.67,-0.4
C=CCn1c(SCc2ccc(C(=O)NCCO)cc2)nc2sc(C)c(C)c2c1=O,-3.35,-0.4
O=C(CN1C(=O)C2C3C=CC(C4CC34)C2C1=O)Oc1ccccc1 (stereo not given),1.03,-0.9
Cc1cc2nc(C)n(CCCNC(=O)Nc3ccc(C#N)cc3)c2cc1C,1.23,0.5

# Next section.
Kir21 block	STK33 inh	SMILES
1.93	-0.7	c1cc2nnnn2nc1N1CCCCCC1
0.06	-0.3	CCSc1nnc(NC(=O)c2cnccn2)s1
1.23	-0.9	CN(CCC1CCOCC1)C(=O)C1CCC(=O)N(CCc2cccc(F)c2)C1 (stereo not given)
1.18	-4.5	Cc1cc(C)c(S(=O)(=O)N2CCOC2CNC(=O)C(=O)NCCCN2CCOCC2)c(C)c1 (stereo not given)
0.36	2.4	CC1=CN2C(=N)/C(=C/c3cn(CCCOc4ccccc4C)c4ccccc34)C(=O)N=C2S1
-2.21	-0.3	CC1(C)Cc2ccccc2-c2nc3ccccc3c(=O)n21
-0.99	-0.1	CCc1nnc(NC(=O)CCC(=O)N2CCN(Cc3ccc(OC)c(F)c3)CC2)s1
0.65	-1.1	CCN1CCN(c2cc(C)c3cc(NC(=O)CCC(=O)Nc4ccc(OC)cc4OC)ccc3n2)CC1
-19.3	.	CC(C)n1cc(/C=C/c2cc[n+](C)cc2)c2ccccc21
.	-0.4	COc1ccc(S(=O)(=O)N2CCN(CC(=O)c3[nH]c(C)c(C(C)=O)c3C)CC2)cc1OC
-1.19	-0.7	O=C/C(=C\Nc1ccccn1)c1nc2ccccc2o1
2.07	-0.1	CN(C)C(=O)C(OC(=O)c1ccc2c(c1)CCCC2)c1ccccc1 (stereo not given)
1.43	-0.8	COc1c(C(=O)Nc2ccc(CN3CCOCC3)cc2)cc2ccccc2c1Br
1.45	-1.2	CCOC(=O)N1CCC(NC(=O)C2CCN(C(=O)N3CC(C)Oc4ccc(C)cc43)CC2)CC1 (stereo not given)
-0.94	-0.9	COC(=O)C1=C(C)N(CCc2ccc(OC)c(OC)c2)C(=O)/C1=C\N(C)C
-5.06*	-1.7	COc1ccc(-c2nc(CSCC(=O)NCCC3=CCCCC3)c(C)o2)cc1OC
-0.12	0.4	NS(=O)(=O)c1ccc(NC(=O)c2cc(-c3ccccc3O)n[nH]2)cc1
